# High-throughput results from PubChem.
# West Nile antiviral – West Nile virus antiviral activity, cell-based, CPE readout (AID 1621); West Nile virus-infected cells, CPE inhibition; higher % means a stronger effect; one-dose CPE inhibition, % at 10 µM; IC50 in µM for titrated hits; hit rate 0.02% among 290,000; in the data active = a potency from the dose series; inconclusive = CPE inhibition mostly from about 3.7% at the one dose, without a potency; inactive = the rest, 99 in 100 with CPE inhibition below about 2.2%; also: strong numbers were not always called active
# T cell modulator – modulators of CD8 T cell-vesicle binding, primary screen, mouse 2C CD8+ T cells, flow cytometry. 2C CD8+ T cell-vesicle binding; stronger effect = lower value. calls only at 7 µM. hit rate 0.068% among 330,000. AID 2052, 2009;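 active = response, share of CD8 T cells binding vesicles, and their 90th percentile fluorescence all below set limits, cut at about 80% in these data, passing the limit was not always enough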
#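 Incubation: binding step 1.5 h, 37 °C, antibody labelling 20 min, ice; system: murine 2C transgenic CD8+ T lymphocytes; technique: cytometric PE anti-B7-1 and Alexa647 anti-CD8 signals after 1% paraformaldehyde fixation; also added: QL9-charged Drosophila Ld/ICAM-1/B7-1 vesicles; control set: naked versus QL9-loaded vesicles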
# Insulin prom up – insulin promoter activators in MIN6 cells, imaging, high-content screening, mouse beta cells | MIN6 insulin promoter-GFP reporter; stronger effect = higher value | z-score at 5 µM | hit rate 0.3% among 190,000 | AID 1625, 2009;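 active = z-score above 3 at 5 µM with at least 500 cells counted in the well; inconclusive = wells under 500 cells, flagged as cytotoxic or low count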
# Autophagy mod – autophagy modulators in MEF cells, primary screen, imaging, high-content, MEF GFP-LC3; MEF GFP-LC3 puncta imaging; test concentration mostly 10 µM; calls only at 10 µM (by protocol); hit rate 0.98% among 190,000; AID 463193, 2010;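 active = percentage of spot-positive cells more than 3 SD above its plate mean, without a fluorescence outlier flag or 80% toxicity; inconclusive = no clear call, values can overlap the other calls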;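 also: spot-positive cell cutoff set from DMSO-treated cells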
# WT yeast gro inh – growth inhibition of WT strain, primary screen, mitochondrial fusion inhibitor project, WT and mutant strains, chemical genetic | mitochondrial fusion phenotypic screen | inhibition, % at 10 µM | hit rate 2.1% among 190,000 | AID 1362, 2008; in the data active = inhibition above about 58%; tested in S. cerevisiae
# b-catenin transl – modulators of beta-catenin nuclear translocation, primary screen, imaging, HeLa cells, immunofluorescence, high-content. nuclear translocation activity, % at 5 µM. hit rate 0.3% among 190,000;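 active = nuclear translocation activity above 50% at 5 µM, with a well cell count of 50 or more; inconclusive = wells under 50 cells across six images, flagged as toxic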;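 also: per-cell ratio of nuclear to cytoplasmic median beta-catenin stain intensity; plate controls were DMSO negative control for no effect and GSK-3 inhibitor IX positive control for full effect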
#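 Test system: human HeLa cell line; Doses: 5 µM primary, 0.02–20 µM confirmation; Incubation: 24 h compound exposure, 37°C; Detection: beta-catenin immunofluorescence imaging with DAPI; Read-out: beta-catenin nuclear/cytoplasmic ratio, % activation.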
# MT stabilize HCS – microtubule stabilizers in HeLa cells, primary screen, imaging, high-content imaging | % tubulin-high responders, % at 10 µM | AID 2205, 2009 | hit rate 0.83% among 200,000 | HeLa tubulin immunostaining HCS, 24 h; share of cells brighter than vehicle mean+2SD;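 active = plate Z-score above 3 for both tubulin-high and condensed-nucleus cell shares, with cell loss under 80%, at 10 µM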;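 also: anti alpha tubulin signal scored within the nucleus-defined area of each cell; some results filed as inactive read as strong as hits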
# Myeloid diff 2 – induction of myeloid progenitor differentiation, primary screen, cell-based, flow cytometry, MLPCN library | ER-HoxA9 myeloid progenitors, lysozyme-GFP differentiation | calls only at 10 µM | hit rate 1% among 360,000;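 active = normalized GFP-positive differentiation at or above the plate's own cutoff, the solvent-only control mean plus 3 SD; inconclusive = no clear call, values can overlap the other calls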;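 also: cells exposed to compound for four days before flow analysis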
# Lipid droplet – inhibitors of hepatocyte lipid droplet formation, primary screen, imaging, high-throughput imaging, BODIPY stain. AML12 mouse hepatocytes, oleate lipid droplets. hit rate 0.4% among 240,000. inhibition, % at 6.5 µM;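 active = lipid droplet intensity inhibited by at least 50%, with more than 500 cells counted; inconclusive = wells with under 300 cells, treated as cytotoxic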
#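 material = mouse AML12 hepatocyte cell line, fixed after treatment | also added = 100 µM oleic acid challenge | doses = compound at 6.5 µM only | schedule = overnight exposure | technique = Image-based BODIPY and DAPI two-channel analysis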
# WT yeast gro inh mutant strain – also measured in WT yeast gro inh; calls as there; inhibition, %; mitochondrial fusion phenotypic screen, mutant strain inhibition
# Insulin prom up cell count – also measured in Insulin prom up; calls as there; cell count; measured here: cytotoxicity, nuclei count;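 total cells summed across four imaged fields per well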
# Lipid droplet cells 6.5 µM – recorded beside Lipid droplet, whose call it bears; cell count; measured here: cell count, cytotoxicity flag;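 cells counted across two imaged fields per well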
# b-catenin transl cell count 5 µM – also measured in b-catenin transl; calls as there; cell count; measured here: cell count, cytotoxicity flag
# T cell modulator vesicle-bound % – further read-out of T cell modulator, marked with its call; double positive events, %; measured here: CD8+ vesicle-bound cell fraction;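 binding gate set so that unloaded-vesicle control wells show 10% double positive cells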
# MT stabilize HCS Hoechst-high % – also measured in MT stabilize HCS; calls as there; % Hoechst-high responders; measured here: nuclear condensation Hoechst responders;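 share of cells brighter than vehicle mean plus two SD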
# MT stabilize HCS cytotoxicity % – also measured in MT stabilize HCS; calls as there; toxicity, %; measured here: cytotoxicity by cell density;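 0% = mean cell density of plate MIN control wells and 100% = no cells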
# Autophagy mod cell loss 18 h – recorded beside Autophagy mod, whose call it bears; toxicity, %; measured here: cell loss, nuclei count;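 cell loss after 18 h compound exposure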
# Myeloid diff 2 GFP+ MAC1+ % – also measured in Myeloid diff 2; calls as there; GFP+ MAC1+ double positive, %; measured here: differentiation confirmed by MAC1 staining
# * hit, by the source's call; i = inactive; ? = inconclusive; . = no result given.
canonical_smiles,West Nile antiviral,T cell modulator,T cell modulator vesicle-bound %,Insulin prom up,Insulin prom up cell count,Autophagy mod,Autophagy mod cell loss 18 h,WT yeast gro inh,WT yeast gro inh mutant strain,b-catenin transl,b-catenin transl cell count 5 µM,MT stabilize HCS,MT stabilize HCS Hoechst-high %,MT stabilize HCS cytotoxicity %,Myeloid diff 2,Myeloid diff 2 GFP+ MAC1+ %,Lipid droplet,Lipid droplet cells 6.5 µM
CCOc1ccc(S(=O)(=O)N/N=C(\C)c2ccc3c(c2)OCO3)cc1,-0.1%,i,63,.,.,.,.,.,.,.,.,.,.,.,i,1.7,2,842
CCCNC(=O)C/C(C)=N/NC(=O)C(=O)Nc1ccccn1,0.1%,i,24,0.34,1505,i,21,18,10,-0.1,1002,0.9,1.3,1.4,i,1.8,5,706
COc1ccc(CN=C2NN=C(c3ccc(Cl)cc3)CS2)cc1,-1.1%,i,25,-0.52,1131,i,-16,24,-12,-2.4,1113,1.8,1.9,4.6,i,1.0,19,680
Oc1nc(Nc2ccc(F)cc2)sc1/C=C1\C=Nc2ccccc21,0.2%,i,16,0.17,1378,.,.,.,.,1.9,1291,.,.,.,i,0.5,-3,772
CC(Sc1nc2ccccc2s1)C(=O)Nc1ccc2c(c1)OCO2 (stereo not drawn),-0.5%,i,4,-0.18,1281,i,6,3,-11,0.9,956,1.4,1.8,8.0,i,0.9,-2,561
Cc1ccc(/C(N)=N/OC(=O)/C=C/c2ccccc2)cc1,-0.2%,i,29,0.38,1344,i,-5,-4,-4,-0.8,1404,2.8,1.2,8.7,i,1.5,.,.
COc1cc(OCC(N)=O)cc(OC)c1OC,1.3%,i,38,-0.15,1356,i,-6,-5,-33,.,.,2.4,4.1,13,i,0.1,-12,626
COc1ccc(N2C3=C(C(=O)CC(C)(C)C3)C(c3ccccc3OC)C3=C2CC(C)(C)CC3=O)cc1,-0.4%,i,25,-0.27,1130,.,.,.,.,0.3,1275,.,.,.,i,0.3,-17,737
O=C(COc1ccc(Cl)c(Cl)c1)NN1C(=O)C2C(C1=O)C1C=CC2C12CC2 (stereo not drawn),-0.4%,i,49,1.3,1618,i,0,5,-9,-1.6,1080,1.9,0.8,7.6,i,0.3,-8,682
Cc1cc(C)cc(N(CC(=O)N2CCn3c2nc2ccccc23)S(=O)(=O)c2c(C)noc2C)c1,-0.5%,i,32,?,.,i,5,12,2,.,.,2.2,4.1,10,i,3.3,.,.
COc1ccc(C(=O)C/C(=C\C(=O)c2ccc(C)cc2)c2ccccc2)cc1,1.1%,i,15,0.19,1514,i,14,46,2,-0.3,1393,2.9,0.7,7.9,i,0.7,.,.
COc1ccccc1N1CCN(C(=O)c2oc3ccc(Br)cc3c2C)CC1,-1.0%,i,21,0.24,1252,i,6,79*,33*,23,205,15*,60*,37*,i,0.6,-27,722
COC(=O)c1c(C(=O)OC)c(-c2ccc(Br)cc2)n2c1CS(=O)C2 (stereo not drawn),-1.0%,i,40,.,.,.,.,.,.,.,.,.,.,.,i,0.1,5,868
CC(C)(C)C(=O)NCCCc1ccccc1,0.1%,i,42,-0.87,1629,i,-2,-6,-10,-3.4,1392,2.5,1.2,1.0,i,1.3,.,.
CCC1=NN(C(=O)C(=O)NCCc2ccccc2)C(O)(C(F)(F)F)C1 (stereo not drawn),0.6%,i,34,0.23,1780,i,-31,-16,-57,-1.2,1032,2.4,2.0,8.6,i,10,-22,667
O=[N+]([O-])c1cnc2nc(-c3ccncc3)nn2c1O,0.2%,i,55,-0.31,1293,i,13,-8,0,-3.8,1207,2.5,1.8,11,i,0.1,11,673
O=C(CCCCCNC(=O)c1ccccc1Br)N=Nc1c(O)[nH]c2ccccc12,0.4%,i,13,-0.41,1448,i,4,-17,-3,0.4,1465,2.2,2.9,7.4,i,0.6,5,691
Cc1cc(C[n+]2ccccc2)c2nsnc2c1,0.2%,i,40,-0.07,840,i,-8,1,-9,-0.3,1111,1.9,1.5,3.6,?,.,-15,754
COc1ccc(NC(=O)CNC(c2ccccc2)c2ccccc2)cc1,-1.0%,i,67,.,.,.,.,.,.,.,.,.,.,.,i,0.3,-7,814
CC(C)c1ccc(OCC(=O)NN2C(=O)c3ccccc3C2=O)c(Br)c1,0.5%,i,40,.,.,.,.,.,.,.,.,.,.,.,i,0.3,5,833
CC(=O)c1ccc(OCCCC(=O)NC2CCCCC2C)cc1 (stereo not drawn),-0.8%,i,15,.,.,.,.,.,.,.,.,.,.,.,i,0.5,-6,746
CSc1ccccc1C(=O)NC1CCCc2ccccc21 (stereo not drawn),0.3%,i,20,.,.,.,.,.,.,.,.,.,.,.,i,0.5,32,781
C=CCc1cc(C=O)cc(OC)c1OCc1ccc(Cl)cc1,1.2%,i,36,0.72,1477,i,12,-2,-14,-0.5,1444,2.1,1.0,8.5,i,0.4,.,.
CC/C(=N/Nc1ccccc1C)c1cnnc(SC)n1,-0.2%,i,4,-0.76,1188,i,3,-8,-10,.,.,2.5,2.4,11,i,1.1,24,678
CC1CN(CCn2cnc3c(N)ncnc32)CC(C)O1 (stereo not drawn),0.1%,i,25,-0.31,1113,.,.,.,.,0.0,1236,.,.,.,i,0.4,-46,759
Cc1nnc(SCC(=O)Nc2ccccc2)c2ccccc12,0.2%,i,24,.,.,.,.,.,.,.,.,.,.,.,i,1.4,14,830
CCn1c(SCC(=O)Nc2nc(C)c(C)s2)nnc1-c1ccco1,-0.5%,i,19,0.16,1178,i,-11,7,-3,-1.0,1100,1.7,2.2,8.6,i,7.7,.,.
C/C(Cn1nc([N+](=O)[O-])cc1C)=N\NC(=O)c1cccc(Br)c1,0.6%,i,12,0.73,1420,i,21,9,11,-0.2,1422,4.7,2.3,6.2,i,0.2,.,.
COCCNC(=O)C(OC(=O)CC1Sc2ccccc2NC1=O)c1ccccc1 (stereo not drawn),0.0%,i,41,0.02,1155,i,-1,4,15,-0.9,1088,3.5,2.0,4.3,i,0.5,-28,670
c1ccc(CNc2ccc3ccccc3n2)nc1,0.0%,i,10,0.15,1235,i,-5,-3,-6,-3.6,846,4.2,2.3,8.7,i,7.1,.,.
Clc1ccc(OCCOCCOc2cccc3cccnc23)c(Br)c1,-0.8%,i,40,-0.18,1231,i,4,24,-4,0.9,875,2.3,1.6,2.7,i,0.6,-32,631
CC(C)(C)c1ccc(C(=O)NCC(=O)N2CCNC(=O)C2)cc1,-0.3%,i,40,.,.,.,.,.,.,.,.,.,.,.,i,0.8,1,817
COCCN(CC1CCCN(C2Cc3ccccc3C2)C1)C(=O)CSC (stereo not drawn),-0.7%,i,30,.,.,.,.,.,.,.,.,.,.,.,i,0.3,-2,789
COc1cc(CNC2CCCCCCC2)ccc1OCC(N)=O,-0.8%,i,64,.,.,.,.,.,.,.,.,.,.,.,i,0.4,-14,764
Clc1ccc(OCc2nc(-c3ccncc3)no2)c(Br)c1,.,i,42,0.36,1412,i,-5,-4,50,2.8,1065,3.5,2.5,2.8,i,1.3,-3,660
COc1ccc(CCNC(=O)CN(C)S(=O)(=O)c2ccc3nc(C)sc3c2)cc1OC,-0.7%,i,52,.,.,.,.,.,.,.,.,.,.,.,i,2.8,-12,750
O=C(CCC1N=C2c3ccccc3N=C(SCC(=O)NCC3CCCO3)N2C1=O)NCc1ccc(F)cc1 (stereo not drawn),-0.9%,i,45,.,.,.,.,.,.,.,.,.,.,.,i,0.4,-1,741
CC(C)c1cccc(C(C)C)c1NC(=O)Cn1c(=O)cnc2ccccc21,-1.3%,i,59,0.04,1371,i,8,11,-11,-1.0,483,1.9,2.0,7.1,i,0.0,0,611
CCOC(=O)c1ccc(NC(=S)N2CCN(CCN=CC3=C(O)CC(c4ccccc4)CC3=O)CC2)cc1 (stereo not drawn),0.1%,i,51,0.31,1417,.,.,.,.,-1.0,1106,.,.,.,i,0.2,-3,645
O=C(c1ccc2c(c1)OCO2)N1CCN(S(=O)(=O)c2ccccc2)CC1,-0.2%,i,64,.,.,.,.,.,.,.,.,.,.,.,i,1.6,33,716
Cc1c(NC(=O)c2ccc(S(=O)(=O)N(C)c3ccccc3)cc2)c(=O)n(-c2ccccc2)n1C,1.1%,i,8,0.32,1135,i,-4,4,-2,-0.2,1060,2.7,2.8,4.6,i,0.3,4,679
COC(=O)c1sccc1NC(=O)COc1ccc(Cl)cc1Cl,-0.4%,i,9,1,1547,i,-4,-6,-12,-1.5,1090,2.7,2.9,9.8,i,0.5,-76,583
O=C(O)c1ccc(CN2C(=O)CSC2=S)cc1,1.3%,i,18,-0.41,1483,i,-2,-29,-17,-1.1,755,4.7,2.3,2.2,i,1.6,.,.
